Screens as filed in PubChem.
RXFP1 antag: blocks the human relaxin receptor RXFP1; Q9HBX9; HEK293-RXFP1, relaxin-stimulated cAMP HTRF, 30 min; active compounds read low; activity change, negative = inhibition, % at 57.5 µM; 350,000 compounds, 0.59% hits;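 active = activity change of -60% or lower, but not beyond a set lower limit; inconclusive = change between -60% and -40%, or beyond the set limit; inactive = change above -40%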; also: % is scaled to controls: 0 for no effect and ±100 for the full control effect
Tb PGK inh: T. brucei PGK inhibition; Potency, µM (top dose mostly 57.5 µM), without a hit: at the top dose activity change, negative = inhibition, usual class: inhibitors; P07378; 380,000 compounds, 0.043% hits; PGK/GAPDH coupled, Kinase-Glo luminescence, 60 min; AID 602233; also: potency is read from the fitted curve at half-maximal effect; % is scaled to controls: 0 for no effect and ±100 for the full control effect; nearly all actives have a fitted effect of over 60% in size
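Recombinant glycosomal PGK reaction used 1,3-bisphosphoglycerate generated in-well by GAPDH (100nM final) in 100mM TEA pH 7.6, 5mM MgCl2, 0.01% Tween-20. After 60 minutes at room temperature, ATP was read by Kinase-Glo Plus luminescence end-point.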
APE1 inh: inhibitors of human APE1 endonuclease | AID 2517 | recombinant APE1, TAMRA/BHQ-2 abasic DNA cleavage fluorescence | Potency, µM (series often up to 65.8 µM), without a hit: at the top dose activity change, negative = inhibition, hits mostly inhibitors | P27695 | 350,000 compounds, 0.35% hits;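 also: potency is read from the fitted curve at half-maximal effect; plate controls were vehicle for no effect and reference inhibitor for full effect; nearly all actives have a fitted effect of over 55% in size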
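Compound pre-exposure to 0.75 nM APE1, 15 min at ambient temperature. Reaction initiated with 50 nM TAMRA/BHQ-2 THF substrate, read immediately in kinetic mode, 525 nm excitation, 598 nm emission.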
Apoferritin bind: candidate novel general anesthetic via apoferritin binding; Potency, µM (titrated, usually from 77.5 µM), inactives show at the highest dose activity change, negative = displacement, actives largely listed as inhibitors; P02791; apoferritin/1-aminoanthracene competitive binding, fluorescence; 350,000 compounds, 0.074% hits; also: potency is read from the fitted curve at half-maximal effect; % is scaled to controls: 0 for no effect and ±100 for the full control effect; nearly all actives have a fitted effect of over 20% in size
Target sequence (P02791 2-175 limits assumed): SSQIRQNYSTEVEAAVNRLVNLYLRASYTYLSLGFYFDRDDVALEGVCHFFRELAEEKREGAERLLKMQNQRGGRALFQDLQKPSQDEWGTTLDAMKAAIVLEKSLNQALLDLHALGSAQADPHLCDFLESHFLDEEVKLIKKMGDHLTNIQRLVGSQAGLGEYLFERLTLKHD
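10 uM apoferritin + 50% sat. 1-AMA, PBS; cpd 10 min RT; Ex380/Em535 endpoint; normalized to free probe vs complex; 4-param Hill fit; propofol titration as pos. ctrl.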
BLM helicase inh: Bloom syndrome helicase (human) inhibition. P54132. recombinant BLM DNA unwinding, fluorescence dequenching. Potency, µM (series often up to 56.1 µM), without a hit: at the top dose activity change, negative = inhibition, most hits filed as inhibitors. 350,000 compounds, 0.2% hits. AID 2528;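 also: potency is read from the fitted curve at half-maximal effect; plate controls were vehicle for no effect and no enzyme for full effect; nearly all actives have a fitted effect of over 35% in size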
Pol iota inh: inhibitors of human DNA polymerase iota | Pol iota fluorescent replication assay, 10 min | Potency, µM (top dose mostly 115 µM), for the others: at the top dose activity, negative = inhibition, usual class: inhibitors | 390,000 compounds, 1% hits | AID 588590; also: potency is read from the fitted curve at half-maximal effect
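Pol iota at 10 nM preincubated 15 min with compounds at room temperature; reaction started with fluorescent substrate, 50 nM final. Fluorescence read kinetically at 0 and 10 min; buffer-only wells as negative control.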
POLH inh: DNA polymerase eta (human) inhibition; recombinant Pol eta, fluorescent DNA replication assay; Potency, µM (doses to about 114 µM), inactives show at the highest dose activity change, negative = inhibition, most hits filed as inhibitors; 390,000 compounds, 1.2% hits; AID 588591; also: potency is read from the fitted curve at half-maximal effect; % is scaled to controls: 0 for no effect and ±100 for the full control effect
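Pol eta (10 nM) was preincubated with compounds for 15 min at room temperature, after which fluorescent replication substrate (50 nM final) was added to start the reaction. Fluorescence was read kinetically at 0 and 10 min.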
Pol kappa inh: blocks human DNA polymerase kappa activity | Potency, µM (highest dose often 107 µM), for inactives: at the top dose activity, negative = inhibition, usual class: inhibitors | 400,000 compounds, 0.53% hits | purified Pol kappa, fluorescent DNA synthesis assay, 10 min | AID 588579 | Q9UBT6; also: potency is read from the fitted curve at half-maximal effect; % is scaled to controls: 0 for no effect and ±100 for the full control effect
Target sequence (Q9UBT6 whole entry, looked up): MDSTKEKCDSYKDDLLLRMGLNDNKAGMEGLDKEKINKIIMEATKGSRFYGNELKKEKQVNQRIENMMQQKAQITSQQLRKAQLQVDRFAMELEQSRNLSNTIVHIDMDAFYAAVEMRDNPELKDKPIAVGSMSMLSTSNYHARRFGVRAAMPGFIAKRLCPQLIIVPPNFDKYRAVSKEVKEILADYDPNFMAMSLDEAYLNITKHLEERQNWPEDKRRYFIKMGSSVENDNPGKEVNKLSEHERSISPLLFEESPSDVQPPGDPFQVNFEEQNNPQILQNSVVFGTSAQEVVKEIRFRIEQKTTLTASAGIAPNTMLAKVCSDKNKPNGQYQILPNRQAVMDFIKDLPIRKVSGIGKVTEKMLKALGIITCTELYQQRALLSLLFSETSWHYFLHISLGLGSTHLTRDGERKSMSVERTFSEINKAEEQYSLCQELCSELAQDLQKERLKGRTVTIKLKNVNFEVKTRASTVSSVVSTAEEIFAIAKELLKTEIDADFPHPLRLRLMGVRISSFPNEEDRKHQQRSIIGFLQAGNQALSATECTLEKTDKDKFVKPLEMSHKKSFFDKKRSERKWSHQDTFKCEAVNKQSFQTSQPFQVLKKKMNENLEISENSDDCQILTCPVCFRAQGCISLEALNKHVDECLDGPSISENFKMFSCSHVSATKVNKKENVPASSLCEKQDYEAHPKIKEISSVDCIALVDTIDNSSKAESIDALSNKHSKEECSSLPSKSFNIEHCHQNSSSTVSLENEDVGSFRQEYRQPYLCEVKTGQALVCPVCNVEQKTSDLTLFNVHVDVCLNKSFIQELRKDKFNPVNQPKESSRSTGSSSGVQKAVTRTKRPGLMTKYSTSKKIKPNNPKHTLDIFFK
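Here, compound and 10 nM enzyme are combined for 15 min at room temperature; adding 50 nM substrate (final) starts DNA synthesis, tracked by fluorescence at 0 and 10 min against buffer-only wells.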
Pol beta inh: blocks human DNA polymerase beta activity; Potency, µM (series often up to 114 µM), without a hit: at the highest dose activity change, negative = inhibition, most hits filed as inhibitors; 340,000 compounds, 1.3% hits; Pol beta primer extension/strand displacement, fluorescence kinetic; also: potency is read from the fitted curve at half-maximal effect; % is scaled to controls: 0 for no effect and ±100 for the full control effect
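Values derive from four-parameter Hill fits of normalized kinetic data: reads at 0 and 10 min following addition of 50 nM substrate to 10 nM Pol beta preincubated 15 min with compound.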
Active calls of the source: *; i = inactive; ? = inconclusive; . = no result given; [ ] = dose if it differs, or a comment. Unless noted, calls follow the shape of the dose curve; as a rule, active = well fitted curve in the direction sought with a large enough effect; inconclusive = small, poorly fitted or top-dose-only effect, or another doubt; inactive = no such curve, though single readings can be large; an effect the other way counts as inactive or inconclusive. Not all compounds are listed, so the mix of outcomes need not match the whole.

SMILES	RXFP1 antag	Tb PGK inh	APE1 inh	Apoferritin bind	BLM helicase inh	Pol iota inh	POLH inh	Pol kappa inh	Pol beta inh
O=C(CCc1ccccc1)Nc1cc2c3c(c1)CC(=O)N3CCC2	-4	-5%	-9%	.	.	2%	-15%	-12%	.
C(=C\c1ccccc1)/CNn1cnnc1	-15	i	4%	-2%	-1%	4%	-9%	-2%	-11%
COc1ccc(NC(=O)C(=S)NC2CCCCC2)cc1	?	-1%	-3%	-22%	-20%	180%[activator]	-18%	-4%	20%
CCc1ccc(S(=O)(=O)Nc2ccccn2)cc1	.	4%	1%	-7%	-2%	0%	-11%	-6%	23%
O=C(C1CCN(S(=O)(=O)c2cccc3nsnc23)CC1)N1CCCCC1	-7	-2%	21%	-7%	2%	27%	-22%	0%	15%
Nc1nonc1-c1noc(COc2ccccc2Cl)n1	2	3%	0%	?	-2%	10%	-18%	-9%	22%
O=C(O)c1ccccc1C(=O)c1cccs1	-16	i	-3%	-12%	-2%	-2%	6%	-2%	-11%
O=C(Cc1ccccc1)Nc1cc(Cl)ccc1Sc1ccccc1	17	0%	4%	-1%	-12%	38%[activator]	-12%	-16%	24%
CC1CCN(C(=O)Cn2ncc3c4ccccc4n(Cc4ccc(Cl)cc4)c3c2=O)CC1	-4	-8%	.	-8%	-11%	4%	-15%	-21%	?
CCCCS/C(N)=N/N=C/c1cc(C)ccc1O	1	4%	-5%	176%[activator]	-5%	?	-10%	-12%	-18%
CCc1cccc(NC(=O)CCNS(=O)(=O)c2ccc3[nH]c(=O)oc3c2)c1	2	i	20%	-8%	-3%	10%	-5%	-10%	26%
Cc1c(NS(=O)(=O)CC23CCC(CC2=O)C3(C)C)c(=O)n(-c2ccccc2)n1C (stereo not drawn)	-8	-4%	8%	-5%	2%	10%	-8%	2%	-2%
CC1=C(SCc2ccccc2)C(=O)c2ccccc2C1=O	?	i	.	.	.	3.2µM*	32µM*	-11%	.
Cc1[nH]c(=S)sc1Cc1ccc(F)cc1	-3	-1%	5%	-3%	5%	-14%	-16%	-3%	14%
COc1cc2cc(C)c(Br)c(OC)c2cc1OC	-25	-5%	.	.	.	47%[activator]	-15%	-13%	.
Cc1cc(=O)oc2cc(NC(=O)c3ccccc3C(=O)O)ccc12	8	-1%	7%	155%[activator]	0%	181%[activator]	-10%	-11%	23%
Cc1cc(NC(=O)CSc2nnc(Nc3ccccc3F)s2)no1	4	-1%	2%	-4%	-7%	-23%	-16%	-5%	?
O=C(NC1CCCCC1)C1CC(=O)N(CCc2ccccc2)C1 (stereo not drawn)	-19	-6%	-11%	-5%	-1%	-2%	-9%	0%	-7%
COc1ccc(OC)c2[nH]c(C(=O)O)cc12	-21	.	4%	-11%	0%	5%	9%	-2%	-26%
CC(C)CCn1c(SCC(=O)Nc2ccccc2C(F)(F)F)nc2nccnc2c1=O	23	3%	23%	7%	-3%	-11%	-3%	-4%	36%

An excerpt from above in order of number of heavy atoms, rising.
SMILES	RXFP1 antag	Tb PGK inh	APE1 inh	Apoferritin bind	BLM helicase inh	Pol iota inh	POLH inh	Pol kappa inh	Pol beta inh
O=C(O)c1ccccc1C(=O)c1cccs1	-16	i	-3%	-12%	-2%	-2%	6%	-2%	-11%
COc1cc2cc(C)c(Br)c(OC)c2cc1OC	-25	-5%	.	.	.	47%[activator]	-15%	-13%	.
Nc1nonc1-c1noc(COc2ccccc2Cl)n1	2	3%	0%	?	-2%	10%	-18%	-9%	22%
CC1=C(SCc2ccccc2)C(=O)c2ccccc2C1=O	?	i	.	.	.	3.2µM*	32µM*	-11%	.
O=C(NC1CCCCC1)C1CC(=O)N(CCc2ccccc2)C1 (stereo not drawn)	-19	-6%	-11%	-5%	-1%	-2%	-9%	0%	-7%
O=C(Cc1ccccc1)Nc1cc(Cl)ccc1Sc1ccccc1	17	0%	4%	-1%	-12%	38%[activator]	-12%	-16%	24%
CCc1cccc(NC(=O)CCNS(=O)(=O)c2ccc3[nH]c(=O)oc3c2)c1	2	i	20%	-8%	-3%	10%	-5%	-10%	26%
Cc1c(NS(=O)(=O)CC23CCC(CC2=O)C3(C)C)c(=O)n(-c2ccccc2)n1C (stereo not drawn)	-8	-4%	8%	-5%	2%	10%	-8%	2%	-2%
CC(C)CCn1c(SCC(=O)Nc2ccccc2C(F)(F)F)nc2nccnc2c1=O	23	3%	23%	7%	-3%	-11%	-3%	-4%	36%
CC1CCN(C(=O)Cn2ncc3c4ccccc4n(Cc4ccc(Cl)cc4)c3c2=O)CC1	-4	-8%	.	-8%	-11%	4%	-15%	-21%	?

More results follow:
SMILES	RXFP1 antag	Tb PGK inh	APE1 inh	Apoferritin bind	BLM helicase inh	Pol iota inh	POLH inh	Pol kappa inh	Pol beta inh
CCOc1ccc(-c2nc(N)nc(C)c2-c2ccc(OC)c(OC)c2)c(O)c1	6	0%	-8%	-11%	2%	13%	-16%	-7%	-4%
CCCCOCCCNC(=O)N[C@H](C(=O)O)C(C)CC (stereo partly drawn)	5	0%	-3%	0%	-2%	4%	8%	-5%	38%
Cc1cc(OCC(=O)Nc2cc(C(C)(C)C)on2)ccc1[N+](=O)[O-]	-20	-6%	7%	?	-8%	-9%	-25%	-11%	-1%
CC(OC(=O)C1COc2ccccc2O1)C(=O)N(C)c1ccccc1 (stereo not drawn)	2	-2%	1%	-10%	1%	121%[activator]	-15%	-10%	5%
COc1ccc(C(=O)CSc2nnc(Cc3ccccc3)o2)cc1	-1	-11%	-2%	?	-4%	-7%	-5%	-18%	5%
Cc1nccn1CC(=O)O	-14	0%	-5%	-5%	-3%	8%	12%	-7%	23%
CC(C)=C1C(=O)NN(c2cccc(Cl)c2)C1=O	0	i	-1%	-16%	1%	152%[activator]	-9%	-24%	-3%
CCC(C)NC(=O)C1CCN(C(=O)N(C)C)CC1 (stereo not drawn)	-3	-1%	10%	11%	1%	-9%	-2%	-17%	1%
CC(C)CC(NC(=O)C1CCCCC1)C(=O)Nc1cccc(C(F)(F)F)c1 (stereo not drawn)	0	i	.	-11%	3%	17%	-25%	6%	25%
NS(=O)(=O)c1ccc(NC(=O)CSc2nc3ccccc3n2-c2ccccc2)cc1	8	5%	-1%	5%	-1%	-2%	-14%	-11%	-1%
CCOc1ccc(CCNC(=O)CCc2c(C)nc3c(c(C)nn3-c3ccccc3)c2C)cc1OCC	.	i	.	-20%	-3%	8%	-10%	-2%	8%
O=C1CC(N2CCCCCC2)C(=O)N1c1ccc2c(c1)OCO2 (stereo not drawn)	9	-2%	12%	-17%	-1%	44%[activator]	-9%	2%[60.1 µM]	7%
Cn1c(Cc2nc3ccccc3n2C)nc2ccccc21	.	0%	-10%	.	.	-2%	-12%	-14%	.
COc1ccc(C(=O)Nc2ccc(Cl)cc2C(=O)N2CCOCC2)cc1	2	-2%	30%	-4%	-4%	43%[activator]	-10%	5%	3%
CC(OC(=O)CNC(=O)COc1ccccc1)C(=O)N(C)Cc1ccccc1 (stereo not drawn)	11	-2%	5%	.	.	27%	-20%	1%	.
CCOc1cc(C(=O)N2CCCC2)cc(OCC)c1OCC	3	-6%	-1%	5%	-2%	13%	8%	-14%	0%
CCCCCCCCCC[n+]1cccc(C(=O)N(CC)CC)c1	4	.	1%	0%	1%	-6%	3%	-9%	10%
CC(C)c1nc(Cl)c(C#N)c2c1CSC(C)(C)C2	-31	19%	17%	5%	3%	73%[activator]	-9%	-5%	42%
O=C(Nc1ccc(N2CCCC2)c(S(=O)(=O)Nc2cccc(C(F)(F)F)c2)c1)c1cccs1	-22	-7%	-8%	3%	-7%	-9%	?	-4%	?
CC(NCc1ccc2c(c1)OCO2)C(=O)N1CCc2ccccc21 (stereo not drawn)	-7	-6%	24%	-3%	5%	10%	-6%	-10%	10%
CCc1cc2c3c([nH]c2cc1S(=O)(=O)N1CCC2(CC1)OCCO2)CCCC3=O	4	i	26%	-16%	-2%	-9%	-8%	0%	8%
Cc1ccc(N2C(=O)[C@@H]3C(C(=O)CN4C(=O)c5ccccc5C4=O)=NN[C@@H]3C2=O)c(C)c1	-6	2%	-4%	-11%	-3%	43%[activator]	-2%	-20%	-32%
O=C(CSCc1ccccc1Br)NC1CC1	-14	-7%	0%	3%	0%	?	-11%	-29%	21%
CC(C)[C@@H](C(=O)NCC1CCCO1)N1C(=O)N2CCc3c([nH]c4ccccc34)[C@@]2(C)C1=O (stereo partly drawn)	.	-1%	33%	-7%	0%	3%	-12%	-10%	24%
CCN(CC(=O)N1CCN(Cc2ccccc2)CC1)S(=O)(=O)c1ccc(C)cc1	-9	-5%	11%	-13%	1%	-13%	-14%	-4%	3%
COc1cccc(CN(C)S(=O)(=O)c2ccc3c(c2)OCCO3)c1	-35	i	9%	.	.	17%	-1%	-6%	.
Brc1ccccc1-n1nnc(-c2cccnc2)n1	.	-9%	0%	?	2%	?	-5%	-38%	-9%
Cc1ccc(C)c(NC(=O)c2ccc[n+](Cc3ccc([N+](=O)[O-])cc3)c2)c1	13	-3%	-1%	-11%	3%	6%	-6%	-3%	3%
COc1ccc(-c2nnc(SCC(=O)N3CCc4ccccc43)o2)cc1OC	3	i	.	0%	-14%	26%	-16%	-2%	-30%
O=C(NCCCO)C(=O)Nc1ccc2c(c1)N(S(=O)(=O)c1cccs1)CCC2	5	7%	-4%	.	.	1%	-10%	-3%	.
